# Bioassay records as filed in PubChem.
# NALP1 inh: NALP1 inflammasome inhibitors in reconstituted yeast, colorimetric, S. cerevisiae, triplicate retest. S. cerevisiae NALP1/ASC/caspase-1 growth, X-gal OD620, 72 h. inhibition, % at 10 µM. hit rate 0.61% among 280,000; in the data active means inhibition mostly above about 24%, no sharp cut-off; inactive means mostly below about 32%; further: some compounds called inactive have numbers as strong as hits
# pCIP destab: p/CIP-EGFP fusion destabilizers, primary screen, fluorescence, F442A cells; 16 h; hit rate 0.01% among 290,000; Q05BA5; decrease of EGFP signal, % at 10 µM;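 active means EGFP signal decrease of at least 30% at 10 µM or well 3 SD below plate mean, unless failing retest; inactive means the rest, including hits failing retest or dose response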; further: some compounds called inactive have numbers as strong as hits; many of its hits are not listed in these tables
# IDE cell activ: human IDE activators in live cells, primary screen, fluorescence polarization, HEK cells, FAbeta-B substrate. Insulin-degrading enzyme (Homo sapiens), P14735. FAbeta-B cleavage; 0% vehicle, 100% cell-free pure enzyme wells. activation, % at 5.96 µM. AID 493087, 2011. hit rate 0.073% among 340,000;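 active means activation above the mean of all tested compounds plus 3 SD, set per screening campaign, cut at about 17% in these data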
# Target sequence (P14735 whole entry, looked up): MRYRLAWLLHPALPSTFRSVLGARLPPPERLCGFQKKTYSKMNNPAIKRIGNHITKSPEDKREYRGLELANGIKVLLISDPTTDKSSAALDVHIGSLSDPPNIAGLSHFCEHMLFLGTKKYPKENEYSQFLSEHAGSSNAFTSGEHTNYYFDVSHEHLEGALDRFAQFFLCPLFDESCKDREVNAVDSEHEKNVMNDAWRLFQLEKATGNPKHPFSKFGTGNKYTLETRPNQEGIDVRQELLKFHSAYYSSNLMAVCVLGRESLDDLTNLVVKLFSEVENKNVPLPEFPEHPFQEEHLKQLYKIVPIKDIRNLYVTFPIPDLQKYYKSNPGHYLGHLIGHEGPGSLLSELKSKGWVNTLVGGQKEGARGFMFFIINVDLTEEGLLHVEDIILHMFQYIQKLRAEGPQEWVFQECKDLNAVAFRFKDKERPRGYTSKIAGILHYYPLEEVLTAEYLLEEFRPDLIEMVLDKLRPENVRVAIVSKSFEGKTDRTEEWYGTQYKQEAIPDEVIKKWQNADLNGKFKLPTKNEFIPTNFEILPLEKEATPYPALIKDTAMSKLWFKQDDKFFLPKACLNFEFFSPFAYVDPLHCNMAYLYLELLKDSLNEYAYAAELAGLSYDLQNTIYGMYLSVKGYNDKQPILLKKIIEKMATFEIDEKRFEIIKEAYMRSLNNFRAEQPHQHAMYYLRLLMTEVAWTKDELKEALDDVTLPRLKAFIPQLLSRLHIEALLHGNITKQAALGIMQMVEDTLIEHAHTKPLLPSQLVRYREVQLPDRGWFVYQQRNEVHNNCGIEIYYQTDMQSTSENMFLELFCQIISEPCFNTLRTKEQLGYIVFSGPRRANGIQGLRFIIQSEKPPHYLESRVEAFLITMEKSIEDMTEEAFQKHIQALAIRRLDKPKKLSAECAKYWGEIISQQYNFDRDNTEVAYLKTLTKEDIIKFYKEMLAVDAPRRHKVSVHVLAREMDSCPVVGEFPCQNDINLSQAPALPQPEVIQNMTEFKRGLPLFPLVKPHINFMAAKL
# IDE inh: human IDE inhibitors in live cells, primary screen, fluorescence polarization, HEK cells, FAbetaB substrate; Insulin-degrading enzyme (Homo sapiens), P14735; FAbetaB cleavage; inhibition, % at 5.59 µM; hit rate 0.41% among 320,000; AID 434962, 2010;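 active means percent inhibition above the average of all tested compounds plus 3 SD, set per screening campaign, cut at about 16% in these data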;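 further: IDE supplied by intact live HEK cells; FP after avidin binding of uncleaved biotin substrate so inhibition keeps polarization high; 0% = DMSO wells and 100% = 60 µM reference IDE inhibitor Ii1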
# MEKK2 mut-MEK5: MEK5 binding signal on mutant MEKK2 PB1, primary screen, biochemical, multiplex bead flow cytometry, Alexa488-MEK5; Alexa488-MEK5 binding to MEKK2 mutant; percent response, % at 10 µM; hit rate 0.35% among 290,000; AID 1530, 2009; in the data active means percent response above about 24%, passing the limit was not always enough; further: inactives centre near 1; some results filed as inactive read as strong as hits; reference of the scale not given here
# SUMO HTRF inh: inhibitors of in vitro SUMOylation cascade, primary screen, biochemical, HTRF, uHTS. AID 2006, 2009. SUMO-conjugating enzyme UBC9 (Homo sapiens), P63279. hit rate 0.36% among 290,000. inhibition, % at 35 µM. HTRF SUMOylation assay, SAE1/SAE2 + UBC9; in the data active means inhibition above about 50%, passing the limit was not always enough; further: strong numbers were not always called active
# MEKK2wt PB1 HTS: modulators of MEK5 binding to wildtype MEKK2, primary screen, biochemical, multiplex bead flow cytometry, Alexa488-MEK5. Mitogen-activated protein kinase kinase kinase 2 (Homo sapiens), Q9Y2U5. Alexa488-MEK5 binding to MEKK2 WT; actives lie on both sides. binding response (% of control), % at 10 µM. hit rate 1.1% among 290,000; in the data active means binding response below about 67% or above about 130%
# PfM18AAP inh: PfM18AAP inhibitors, malaria aminopeptidase, primary screen, biochemical, QFRET, recombinant enzyme; M18 aspartyl aminopeptidase (Plasmodium falciparum 3D7); H-Glu-NHMec fluorogenic cleavage; inhibition, % at 7.35 µM; hit rate 1.2% among 290,000; AID 1822, 2009;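 active means inhibition above the campaign mean inhibition over all tested compounds plus 3 SD, cut at about 28% in these data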;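 further: 0% = plate median of test compound wells and 100% = 2 mM ZnCl2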
# MEKK3 PB1 HTS: modulators of MEKK3-MEK5 PB1 binding, primary screen, biochemical, wildtype MEKK3, multiplex bead flow cytometry, Alexa488-MEK5 | hit rate 1.4% among 290,000 | bead-based flow cytometry, Alexa488-MEK5 binding to MEKK3; actives lie on both sides; 0 = blocked by unlabeled MEK5, 100 = vehicle | binding response (% of control), % at 10 µM | Mitogen-activated protein kinase kinase kinase 3 (Homo sapiens), Q99759;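 active means binding response more than 3 SD above or below the average of its plate-row segment, actives on both sides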;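 further: Alexa488 bead fluorescence after subtracting the streptavidin-only scavenger bead signal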
# Active calls of the source: *; . = not tested or not shown; & = joins results of further samples.
SMILES,NALP1 inh,pCIP destab,IDE cell activ,IDE inh,MEKK2 mut-MEK5,SUMO HTRF inh,MEKK2wt PB1 HTS,PfM18AAP inh,MEKK3 PB1 HTS
O=C1N[C@@H](Cc2ccccc2)C(=O)N2[C@@H]3N(S(=O)(=O)c4ccc(F)cc4)c4ccccc4[C@]3(Br)C[C@@H]12,.,.,5,2,2,.,98,.,105
O=C(O)CN1CCN(Cc2ccccc2F)C1=O,17,-1,1,-3,-4,2,101,-7,107
O=C(N1CCCCCC1)N1CCN(S(=O)(=O)c2ccccc2)CC1,-11,9,7,-1,12,6,105,-12,102
O=C(O)c1nccnc1C(=O)Nc1ccc(Cl)cn1,-18,-14,4,0,10,8,105,7,104
CCn1ccnc1CN(C)C(=O)c1ccc(OC2CCN(CCc3ccccc3)CC2)cc1,-13,-9,0,6,1,4,96,-3,96
COC(=O)c1ccc(NC(=O)c2cc(-c3ccccn3)nc3ccccc23)cc1,7,-4,-1,-10,2,7,103,-1,105
CC(C)N(CCc1ccncc1)C(=O)Nc1ccc(F)cc1,-30,-5,0,-11,2,0,101,5,102
O=C(C1CCC1)N1CCc2cc(S(=O)(=O)NCCCN3CCCCC3)ccc21,18,-5,2,1,1,16,108,-1,104
CC(NC(=O)c1ccccc1Cl)c1nnc(SCC(=O)Nc2ccc(C(=O)O)cc2)n1C (stereo not given),0,-4,9,2,1,13,101,-7,107
CC1CCN(C(=O)C(C)NCc2ccc(F)cc2)CC1 (stereo not given),14,-8,3,7,4,10,109,2,108
COc1ccc(-c2noc(CCC(=O)O)n2)cc1,13,-5,4,-5,0,21,96,-3,96
CCC(=O)NC1(Cc2ccc(O)cc2)CCCCC1,4,-13,5,-1,-12,-3,90,-1,92
CSC(=NS(=O)(=O)c1ccccc1)SC,-6,0,-2,2,.,30,.,3,.
Cc1ccc(C(=O)COC(=O)CCC(=O)NC2CCCCC2)cc1C,-8,-10,5,1,8,4,112,-5,111
CCOc1cccc2sc(NC(=O)c3ccc(Br)s3)nc12,11,-1,-11,5,10,-4,105,-5,103
CCCC(=O)NC(c1ccc(OC)cc1)c1c(O)ccc2ccccc12 (stereo not given),-7,4,3,-1,0,-8,103,0,106
CC(C)(C)NC(=O)CSc1nc(O)cc(=O)n1-c1ccccc1,-21,-10,5,0,-5,11,89,9,91
CC(=O)Nc1ccc(C2Nc3cc(C)c(C)cc3NC3=C2C(=O)CC(C)(C)C3)cc1 (stereo not given),-8,-1,1,0,15,7,104,9,104
Cc1cccc(NC(=O)C2CCN(S(=O)(=O)c3ccc4c(c3)C(C)(C)C(=O)N4C)CC2)c1C,3,3,8,-1,-1,10,101,3,105
Nc1sc2c([n+]1CCCS(=O)(=O)[O-])CCCC2,-4,-25,4,-2,-6,8,93,0,99
COC(=O)c1ccc(CSc2nc3c(c(=O)n2-c2ccc(C)cc2)SCC3)o1,36,-14,3,3,3,7,98,-1,101
CSc1ccccc1C(=O)Nc1cccc(C(C)O)c1 (stereo not given),15,0,2,-2,-1,-8,98,5,100
C=CCN1N=C(/C=C/c2ccc(OC)cc2)CCC1=O,25,-11,3,0,1,19,101,-14,102
CCOc1ccccc1N1CC(C(=O)Nc2cc(Cl)ccc2C)CC1=O (stereo not given),6,5,3,4,-1,2,103,6,103
CCOC(=O)/C(C#N)=c1/s/c(=C2\C=Cc3ccccc3N2CC)c(=O)n1CC,6,-5,3,-2,.,16,.,6,.
O=C(Nc1ccccc1C(=O)NCc1cccnc1)c1ccccc1F,34,-1,0,-1,2,-20,102,5,99
O=C(Nc1ccccc1)c1ccc(NCc2ccco2)c(S(=O)(=O)N2CCOCC2)c1,16,-10,-6,5,-4,16,97,5,95
CN1CCC(=O)N([C@H](CN=[N+]=[N-])Cc2ccccc2)CC1,24,-7,-1,2,3,16,110,-3,101
CC(=O)C1C(c2ccc([N+](=O)[O-])cc2)c2c(noc2C)CC1(C)O (stereo not given),12,5,3,4,-1,21,98,1,99
CC1(C)Oc2ccc3ccc(=O)oc3c2/C(=C/Nc2cccc(O)c2)C1=O,4,4,.,3,-1,-20,98,-4,108
O=C(Nc1ccc(NC(=O)C2CC2)nc1)c1cccs1,32,7,-7,4,1,1,100,-7,96
CCc1cc(=O)oc2c3c(cc(OCC(=O)NCc4ccncc4)c12)OC(C)(C)CC3,-2,-4,-20,12,6,37,105,7,103
CN(C)S(=O)(=O)c1ccc(Nc2ccc(-c3ccc4c(c3)OCCO4)nn2)cc1,-1,-17,-4,4,1,16,96,-17,101
CCOc1ncccc1C(=O)OCC(=O)NCCc1ccc(OC)cc1,28,-3,2,-1,1,9,102,-2,103
Cn1c(N)c(C(=O)COC(=O)C2CCCCC2)c(=O)n(C)c1=O,4,-8,-1,-3,1,-6,103,1,98
O=C(Nc1cccc([N+](=O)[O-])c1)Nc1ccc2c(c1)OCCO2,11,-19,-2,-2,0,2,114,0,107
Cc1ccccc1OCCC(=O)OCC(=O)N(C)c1c(N)n(Cc2ccccc2)c(=O)[nH]c1=O,-5,-3,-1,6,4,17,105,1,101
S=c1[nH]nc(C2CCCCC2)n1/N=C/c1ccccc1,5,6,-9,4,2,-24,104,12,96
Cc1cc(=O)[nH]c2c1c(C)nn2-c1ccccc1,14,-23,0,-4,5,20,112,4,113
COc1ccc(NC(=O)COC(=O)CCNS(=O)(=O)c2ccccc2)cc1OC,19,4,-1,-10,-4,10,95,0,100
c1ccc(NCc2nnc3n2CCCCC3)cc1,26,1,4,5,-1,-22,93,-10,95
CCOc1ccc(C2/C(=C(\O)c3cccc(OC)c3)C(=O)C(=O)N2c2cc(C)on2)cc1OC (stereo not given),0,5,0,8,10,1,103,18,101
NC(=O)CSc1nnc(NC(=O)c2ccc(S(=O)(=O)N3CCOCC3)cc2)s1,2,-6,1,-2,0,8,98,3,98
CNC(=S)N/N=C/c1cn(Cc2ccc(C)cc2)c2ccccc12,19,-14,3,4,2,-9,102,3,99
CCCCNC(=O)c1ccc2c(c1)N(CC)C(=O)c1ccccc1S2(=O)=O,22,-13,5,4,2,8,107,-5,103
C#CCNC(=O)C1=C[C@@H](c2csc3ccccc23)[C@H](CCCO)[C@@H](OCC)O1,8,-7,5,-2,7,4,108,1,104
CC1CC2=C(C(=O)O1)C(C)Nc1ccccc1N2 (stereo not given),29,-4,0,1,1,-3,105,1,155*
COCCn1c(=O)[nH]c2cc(C(=O)NCCc3ccc(OC)c(OC)c3)ccc2c1=O,-17,-1,8,-2,-3,5,91,-2,93
CCOCCCN(CCC#N)S(=O)(=O)c1ccc(S(=O)(=O)N2CCCC2)cc1,2,-2,8,5,3,0,84,5,97
O=C(COC(=O)/C=C/c1cccc(Cl)c1)NCCC1=CCCCC1,16,-1,6,-2,2,-15,109,2,130*
Cc1ccc2c(c1)[nH]c1c(=O)n(CCN3CCNCC3)cnc12,23,-5,4,.,2,15,103,1,100
O=c1c(-c2n[nH]c(=S)o2)cccn1Cc1ccccc1,-4,-4,-3,1,0,22,100,-4,107
CCCNC(=O)c1ccccc1NC(=O)c1ccccc1N(C)S(=O)(=O)c1ccc(C)cc1,-125,-4,9,.,1,5,93,3,94
CN(CC(=O)Nc1ccncc1)S(=O)(=O)c1ccc(Cl)cc1,23,3,0,1,5,9,104,-5,98
Cc1cc(SCC(=O)O)nc2ccccc12,6,1&-9,7&4,-5&0,-6&-13,-11&6,101&84,-9&-7,102&105
COc1cc(/C=N/NC(=O)COc2cccc(F)c2)ccc1OS(=O)(=O)c1ccc(C)cc1,21,3,4,-3,0,5,105,-1,101
Cc1oc(-c2ccccc2F)nc1CS(=O)(=O)CC(=O)N1CCN(c2ccccc2)CC1,0,-13,7,2,6,14,110,7,110
Cc1c(Cl)cccc1NC(=O)CSc1nccn1C,7,4,3,0,4,-4,100,6,96
CC1(C)Cc2c(sc3nc[nH]c(=O)c23)CO1,-7,-13,-2,5,-5,15,95,3,93
CCOC(=O)c1cnn(-c2ncnc3sc4c(c23)CCC4)c1N,-22,1,5,1,.,3,.,-10,.
O=C(CN(CCc1ccccc1)S(=O)(=O)c1ccc(Cl)cc1)N/N=C/c1ccccc1C(=O)O,-3,7,3,0,-4,10,95,-3,102
COc1ccc(C(O)(C(C)C)C(CN2CCOCC2)c2ccc(Cl)cc2)cc1 (stereo not given),-15,11,3,1,8,-16,109,-3,108
CC1=CC(C)(C)NC(=S)N1c1ccc(C)cc1,6,-6,2,6,-3,1,94,-4,89

# Some of the compounds tested; the hit share may differ from the screen's.
